# D2 antag: HTS Assay for Allosteric Antagonists of the Human D2 Dopamine Receptor: Primary Screen for Antagonists; D(2) dopamine receptor (Homo sapiens), P14416; HEK293 TREx D2 cells, calcium flux, dopamine EC80; inhibition, % at 10 µM; actives 2% (n = 340,000); AID 485344, 2010; in the data active = inhibition above about 30%; also: 0% is about no effect
#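 HEK293 T-REx D2 cells, tet-induced, calcium dye no-wash. Cpd pintool add, 180 s kinetic, then EC80 DA, 180 s kinetic. Ca flux read.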
# rTrxR1 inhibitor: qHTS Assay for Inhibitors of Mammalian Selenoprotein Thioredoxin Reductase 1 (TrxR1): qHTS | Thioredoxin reductase 1, cytoplasmic (Rattus norvegicus), O89049 | Potency, µM (doses to about 114 µM), for inactives: at the highest dose activity change, negative = inhibition, most hits filed as inhibitors | recombinant rTrxR1, NADPH fluorescence consumption, selenite substrate | actives 1% (n = 390,000) | AID 588453, 2011; also: potency is read from the fitted curve at half-maximal effect; % is scaled to controls: 0 for no effect and ±100 for the full control effect; nearly all actives have a fitted effect of over 65% in size
#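 Rat TrxR1 (90 nM in the dispensed reagent) was pre-reduced with 400 uM NADPH for 5 min at room temperature, then incubated with compound for 15 min. After 400 uM selenite was added, NADPH fluorescence (Ex 340/Em 450 nm) was followed for 8 min.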
# D2 ag: HTS Assay for Allosteric Agonists of the Human D2 Dopamine Receptor: Primary Screen for Agonists | activation, % at 2 µM | actives 0.53% (n = 340,000) | AID 485358, 2010 | HEK293 T-REx D2 cells, calcium flux agonist mode;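 active = activation over 3 SD above normal in the single-dose calcium agonist read, cut at about 30% in these data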; also: 0% is about no effect
#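 Tetracycline-induced HEK293 Trex cells with D2 receptor force-coupled to calcium signaling, plated overnight at 30 C and loaded with no-wash calcium dye. Calcium flux read kinetically for 180 s after compound addition; responses flag agonists.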
# TRHR ag: qHTS for Small Molecule Agonists and Allosteric Enhancers of Human TRH Receptor: Primary Screen for Agonists | actives 0.18% (n = 360,000) | activation, % at 2 µM | Thyrotropin-releasing hormone receptor (Homo sapiens), P34981 | TRHR cells, calcium flux fluo-8, FDSS agonist mode; in the data active = activation above about 30%; also: 0% is about no effect
#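 Agonist-mode FDSS calcium read (Ex 480/Em 530, 1 s cycles) in 1536-well TRHR cells with fluo-8 dye, after 10-cycle baseline and 23 nL compound addition; TRH at EC20 (10 nM final) added afterwards for the enhancer phase.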
# TRHR enhancer: qHTS for Small Molecule Agonists and Allosteric Enhancers of Human TRH Receptor: Primary Screen for Enhancers | TRHR cells, fluo-8 calcium fluorescence, EC20 TRH enhancement | enhancement, % at 2 µM | actives 0.66% (n = 360,000) | AID 493056, 2011; in the data active = enhancement above about 30%; also: 0% is about no effect
#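 Enhancer read-out: after compound pinning and an initial kinetic agonist-mode read, an EC20 of TRH (10 nM final) was injected and fluo-8 calcium signal (Ex 480/Em 530) followed at 1 s/cycle for 100 cycles in TRHR-expressing cells.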
# IDH1 R132H inh: qHTS for Inhibitors of mutant isocitrate dehydrogenase 1 (IDH1): qHTS; Isocitrate dehydrogenase [NADP] cytoplasmic (Homo sapiens), O75874; IDH1-R132H enzyme, NADPH consumption, diaphorase/resazurin fluorescence; Potency, µM (doses to about 76.6 µM), inactives show top-dose activity change, negative = inhibition, actives largely listed as inhibitors; actives 0.093% (n = 390,000); also: potency is read from the fitted curve at half-maximal effect; % is scaled to controls: 0 for no effect and ±100 for the full control effect; nearly all actives have a fitted effect of over 65% in size
#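 IDH1-R132H (0.5 ug/mL) preincubated 30 min with compound, then NADPH (0.016 mM) and alpha-KG (2 mM) added; 80 min at RT, pH 7.5. Remaining NADPH coupled via diaphorase/resazurin to fluorescence (540/590 nm); concentration-response curves normalized to no-enzyme control.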
# USP1-UAF1 inh: Inhibitors of USP1/UAF1: Primary Screen; recombinant USP1/UAF1, Ub-Rhodamine cleavage fluorescence; Potency, µM (titrated, usually from 57.1 µM), for the others: top-dose activity change, negative = inhibition, actives largely listed as inhibitors; Ubiquitin carboxyl-terminal hydrolase 1 (Homo sapiens), O94782; actives 0.23% (n = 390,000); also: potency is read from the fitted curve at half-maximal effect; % is scaled to controls: 0 for no effect and ±100 for the full control effect; nearly all actives have a fitted effect of over 60% in size; inactives centre near -12
# Target sequence (O94782 whole entry, looked up): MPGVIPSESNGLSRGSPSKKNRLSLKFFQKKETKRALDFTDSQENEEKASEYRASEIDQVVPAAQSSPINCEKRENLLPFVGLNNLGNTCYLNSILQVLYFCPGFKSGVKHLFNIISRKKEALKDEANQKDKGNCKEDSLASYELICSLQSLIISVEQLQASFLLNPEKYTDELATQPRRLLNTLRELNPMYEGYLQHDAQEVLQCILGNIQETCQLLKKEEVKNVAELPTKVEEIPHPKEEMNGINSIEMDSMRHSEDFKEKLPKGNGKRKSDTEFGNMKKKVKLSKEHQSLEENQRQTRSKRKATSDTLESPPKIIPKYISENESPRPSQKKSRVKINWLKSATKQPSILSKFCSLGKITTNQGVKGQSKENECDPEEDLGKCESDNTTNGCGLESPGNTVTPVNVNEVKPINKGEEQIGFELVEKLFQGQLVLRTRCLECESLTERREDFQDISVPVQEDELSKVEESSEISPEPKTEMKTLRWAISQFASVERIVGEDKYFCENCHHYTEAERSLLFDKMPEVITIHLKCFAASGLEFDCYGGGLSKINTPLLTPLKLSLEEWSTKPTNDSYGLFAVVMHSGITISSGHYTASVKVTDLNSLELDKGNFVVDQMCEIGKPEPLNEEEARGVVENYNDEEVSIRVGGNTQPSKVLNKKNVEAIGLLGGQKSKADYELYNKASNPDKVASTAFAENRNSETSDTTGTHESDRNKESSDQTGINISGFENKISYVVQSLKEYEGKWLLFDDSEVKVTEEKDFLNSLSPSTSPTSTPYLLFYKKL
#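 USP1/UAF1 complex at 1 nM was preincubated with compound for 15 min at room temperature, then Ub-Rho substrate (150nM final) was added. Fluorescence (480/540 nm) was read kinetically, 6 reads every 60 seconds.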
# Pin1 inhibitor: qHTS Assay to Find Inhibitors of Pin1. Pin1 FP peptide displacement, HiFluor488, 10 min. actives 0.009% (n = 390,000). Potency, µM (doses to about 115 µM), for inactives: at the top dose activity, negative = inhibition, actives largely listed as inhibitors; active = well fitted inhibition curve with a large enough effect in the polarisation, with a control signal flat, not every such curve was filed as active; inconclusive = small, poorly fitted or top-dose-only effect, or effect the other way, or a change in a side signal; inactive = no such curve, though single readings can be large or run the other way; the % refers to the polarisation; also: potency is read from the fitted curve at half-maximal effect; % is scaled to controls: 0 for no effect and ±100 for the full control effect
# Target sequence (Q13526 whole entry, looked up): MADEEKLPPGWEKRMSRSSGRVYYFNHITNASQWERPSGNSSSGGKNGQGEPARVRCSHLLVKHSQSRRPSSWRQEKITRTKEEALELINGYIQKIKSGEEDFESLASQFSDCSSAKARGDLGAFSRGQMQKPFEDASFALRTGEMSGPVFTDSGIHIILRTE
# TrxR1 substrate: qHTS Assay for Substrates of Mammalian Selenoprotein Thioredoxin Reductase 1 (TrxR1): qHTS. purified TrxR1 substrate turnover, NADPH consumption readout. Potency, µM (doses to about 114 µM), inactives show at the highest dose activity change, negative = substrate turnover. AID 588456, 2011. Thioredoxin reductase 1, cytoplasmic (Rattus norvegicus), O89049. actives 0.01% (n = 390,000); also: potency is read from the fitted curve at half-maximal effect; % is scaled to controls: 0 for no effect and ±100 for the full control effect; nearly all actives have a fitted effect of over 50% in size
#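 Rat TrxR1, dispensed at 90 nM, was prereduced with 400 uM NADPH (final) for 5 min at ~22 deg C, then incubated with compound 15 min before 400 uM selenite. A first-read NADPH fluorescence drop versus no-compound background flagged substrates.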
# The depositor's hits bear a star; ? = inconclusive; . = not tested or not shown; [ ] = dose if it differs, or a comment. Unless noted, calls follow the shape of the dose curve; as a rule, active = well fitted inhibition curve with a large enough effect; inconclusive = small, poorly fitted or top-dose-only effect; inactive = no such curve, though single readings can be large or run the other way. This is a subset; the hit share may differ from the screen's.
SMILES,D2 antag,rTrxR1 inhibitor,D2 ag,TRHR ag,TRHR enhancer,IDH1 R132H inh,USP1-UAF1 inh,Pin1 inhibitor,TrxR1 substrate
COc1ccc(/C(O)=C2/C(=O)C(=O)N(c3ncccn3)C2c2ccc(OC)c(OC)c2)cc1 (configuration not stated),-9,-2%[57.1 µM],0.2,0.6,3,2%,-16%,0%,-2%[57.1 µM]
Cc1noc(NS(=O)(=O)c2ccc(NC(=O)c3ccoc3C)cc2)c1C,-13,28µM*,-0.4,0.0,17,-2%,-11%,?,-6%
Cc1cc(C)cc(C(=O)OCC(=O)NCc2ccco2)c1,.,-8%[2.29 µM],.,.,.,4%,-3%,-4%,-6%[2.29 µM]
Cc1nc2nncn2c(N2CCN(c3ccccc3)CC2)c1C,.,-7%,.,-1.3,3,.,-29%,-1%,-9%
COc1cc(C2=NOC(C(=O)Nc3cccnc3)C2)cc(OC)c1OC (configuration not stated),-6,10%[57.1 µM],-0.1,-0.9,-4,-3%,-17%,-3%,8%[57.1 µM]
CCOc1ccc(S(=O)(=O)N2Cc3ccccc3CC2C(=O)O)cc1 (configuration not stated),3,17%,0.9,-0.3,1,4%,-15%,-10%,7%
CCOc1cc(/C=N/NC(=O)C(C)Sc2ccccn2)ccc1O (configuration not stated),6,-12%,0.0,-0.1,1,4%,-14%,6%,-13%
Cc1cc(C)c(C(=O)CSc2nnc(C)s2)c(C)c1,7,5%,-1.8,-1.2,-6,1%,-16%,1%,-3%
O=C(NC1(C(F)(F)F)C(=O)Nc2c1c(=O)[nH]c(=O)n2Cc1ccco1)C1CC1 (configuration not stated),-10,1%,0.2,0.7,0,3%,-21%,0%,2%
CSc1nc(Cc2ccccc2)nc2ccccc12,8,-4%,-1.1,-0.3,6,-3%,-9%,-3%,-8%
CCC(C)n1c(SCC(=O)NC2CCCC2)nc2ccccc2c1=O (configuration not stated),1,10%,-0.1,-1.7,-8,1%,-22%,-2%,1%
Cc1ccc(C)c(OCCC(=O)N(C)CC(=O)Nc2c(C)cccc2C)c1,-5,8%,-0.8,-0.5,13,-6%,0%,-10%,4%
COCCn1c(SCC(=O)NC(=O)NC(C)C)nc2ccccc21,-10,12%[57.1 µM],0.2,0.0,0,5%,-21%,4%,10%[57.1 µM]
CC(=O)NC(CC(=O)Nc1cccc(S(=O)(=O)N2CCOCC2)c1)c1ccccc1 (configuration not stated),-12,12%,0.0,0.2,2,3%,-12%,-6%,-3%[57.1 µM]
O=C(c1ccco1)N1CCN(C(c2cccs2)c2nnnn2C2CCCC2)CC1 (configuration not stated),7,-47%,-0.4,0.0,-3,2%,-15%,-1%,7%[57.1 µM]
Cc1cc(CNC(=O)C2CCC(=O)N(Cc3ccccc3F)C2)on1 (configuration not stated),-2,-7%,-0.2,0.5,-3,16%,-1%,8%,-6%
COc1ccc(NC(=O)CCCC(=O)NCCc2ccc(OC)c(OC)c2)cc1,7,25%,1.2,0.0,-3,4%,6%,3%,1%[11.4 µM]
CCOC(=O)C1CCN(S(=O)(=O)c2ccc(CNC(=O)c3ccccc3)s2)CC1,.,21%,.,-0.8,8,-2%,-9%,0%,0%
N#CCSc1nnc(Cc2cccs2)n1C1CCCCC1,3,-5%,-0.8,0.3,-9,0%,-2%,12%,-2%
Cc1ccc(OCC(=O)Nc2cccc3ccccc23)c([N+](=O)[O-])n1,.,5%,.,.,.,-11%,3%,4%,-6%

# 2 records picked at random from the list so far, as already listed:
SMILES,D2 antag,rTrxR1 inhibitor,D2 ag,TRHR ag,TRHR enhancer,IDH1 R132H inh,USP1-UAF1 inh,Pin1 inhibitor,TrxR1 substrate
Cc1noc(NS(=O)(=O)c2ccc(NC(=O)c3ccoc3C)cc2)c1C,-13,28µM*,-0.4,0.0,17,-2%,-11%,?,-6%
O=C(NC1(C(F)(F)F)C(=O)Nc2c1c(=O)[nH]c(=O)n2Cc1ccco1)C1CC1 (configuration not stated),-10,1%,0.2,0.7,0,3%,-21%,0%,2%

# (continued)
SMILES,D2 antag,rTrxR1 inhibitor,D2 ag,TRHR ag,TRHR enhancer,IDH1 R132H inh,USP1-UAF1 inh,Pin1 inhibitor,TrxR1 substrate
N/C(=N\OC(=O)c1ccco1)c1ccc(Br)cc1,-8,8%,2.5,0.2,3,4%,-19%,1%,2%
COc1cc(NC(=O)Cn2cnc(S(=O)(=O)N3CCOCC3)c2)cc(OC)c1OC,45*,37%,-0.7,0.6,1,-6%,-8%,-1%,10%
CCCCC/C=N\NC(=O)Cc1ccc([N+](=O)[O-])cc1,.,-4%[57.1 µM],.,3.3,-6,6%,-22%,-1%,3%[57.1 µM]
O=C(O)C1CCC1C(=O)Nc1nc(-c2ccc(Cl)s2)cs1 (configuration not stated),.,30%,.,0.4,5,3%,-14%,17%,5%
Cc1oc(C(C)(C)C)cc1C(=O)Nc1ccc2c(c1)OCCO2,28,-9%,1.8,0.2,-5,7%,-24%,-4%,-13%
COCCNCCCOc1ccc(Br)cc1Cl,33*,-1%,0.3,-0.3,1,5%,-12%,-10%,1%
COc1ccc(NC(=O)Cn2cnc3sc(C)c(S(=O)(=O)N4CCN(C)CC4)c3c2=O)cc1Cl,.,30%,0.2,-0.3,5,3%,-26%,-7%,12%
O=c1c2ccccc2ncn1CCCSc1ccccc1,.,-20%,.,.,.,19%,0%,?,-11%
O=C(CNC(=O)c1cccc(S(=O)(=O)N2CCc3ccccc32)c1)Nc1ccc(F)c(F)c1F,-35,7%,0.2,0.2,-5,-1%,-20%,11%,-3%
O=C(NCCCNCCCNC(=O)c1ccc(/C=N/O)nc1)c1ccc(/C=N/O)nc1,1,1%,0.3,0.2,-1,-5%,6%,2%,-8%
C=CCN(c1ccccc1)S(=O)(=O)c1cccc(C(=O)Nc2ccc(N3CCOCC3)cc2)c1,13,2%[57.1 µM],-0.8,0.0,-5,0%,-17%,-1%,5%[57.1 µM]
CS(=O)(=O)Nc1ccccc1C(=O)NCc1ccccc1Cl,14,11%,-1.0,0.5,-1,-11%,-7%,-1%,5%
O=C(COc1ccc(Cl)cc1)NNC(=O)c1ccccc1C(=O)O,4,13%,-0.9,0.4,4,7%,-12%,-4%,5%
CSc1ccccc1OC1CCN(Cc2ccccc2)CC1,-17,0%[57.1 µM],0.1,-0.2,13,4%,-13%,-3%,6%[57.1 µM]
COc1ccc(CCNC(=O)Nc2cccs2)c(OC)c1,-1,-20%,-0.1,0.5,-14,6%,-3%,13%,-8%
CCOc1ncccc1C(=O)OCC(=O)N(CC(C)C)c1c(N)n(Cc2ccccc2)c(=O)[nH]c1=O,-9,0%,0.8,0.0,5,-1%,-8%,-2%,-6%
CC(=O)C1CCC2C(CCC3=CC(=O)CCC32)C1 (configuration not stated),.,18%,.,.,.,14%,2%,-5%,2%
COc1ccc(C(=O)NCc2ccccc2)cc1S(=O)(=O)N1CCCc2ccccc21,-19,-9%,0.5,0.0,8,3%,-11%,28%,-7%
CNc1cccccc1=S,-1,7.9µM*,0.5,-0.7,6,-3%,-26%,?,-2%
Cc1ccc(-n2nnnc2C(Cl)(Cl)c2nnnn2-c2ccc(C)cc2)cc1,-2,-23%,3.4,2.1,9,18%,-18%,1%,-11%[57.1 µM]
CN(C)S(=O)(=O)c1cccc(NC(=O)c2ccc(OC(F)(F)F)cc2)c1,46*,0%,-0.5,0.2,-2,2%,-24%,-5%,-12%
O=C(Nc1ccc(O)c(C(=O)O)c1)c1ccc2c(c1)C(=O)N(CC1CCCO1)C2=O (configuration not stated),15,3%,-0.2,-0.2,27,-1%,-17%,-1%,4%
CCC(Sc1nc(-c2ccccc2)c(C#N)c(=O)[nH]1)C(=O)Nc1nnc(C)s1 (configuration not stated),-12,-3%,1.0,-0.1,-1,4%,1%,-1%,-6%
C/C(N)=C(/C#N)C(=O)COc1ncnc2ccccc12,-4,-4%,0.4,0.8,-3,0%,-16%,2%,1%
O=[N+]([O-])c1ccc(O)c(/C=N/Nc2nn[nH]n2)c1,25,-6%[57.1 µM],1.0,0.8,-7,8%,-11%,.,-8%[57.1 µM]
COc1cc2[nH]c(=S)n(Cc3ccc(C)o3)c(=O)c2cc1OC,7,8.9µM*,-0.1,-0.8,-3,3%,-13%,18%,-2%
Nc1ccc(Br)c[n+]1Cc1cccc2cccnc12,-10,0%,-1.9,-0.3,3,0%,-7%,7%,1%
O=S(=O)(Nc1cccc2cccnc12)c1cccs1,.,-2%,.,0.1,-4,.,.,-10%,-2%
Cc1cc(C(=O)OCC(=O)c2ccccc2)c2ccccc2n1,-13,10%,-0.4,-1.6,4,4%,-19%,-11%,1%

# D2 antag, entries above that show a hit
smiles	D2 antag	rTrxR1 inhibitor	TRHR ag	TRHR enhancer	USP1-UAF1 inh	Pin1 inhibitor	TrxR1 substrate
COc1cc(NC(=O)Cn2cnc(S(=O)(=O)N3CCOCC3)c2)cc(OC)c1OC	45*	37%	0.6	1	-8%	-1%	10%
COCCNCCCOc1ccc(Br)cc1Cl	33*	-1%	-0.3	1	-12%	-10%	1%
CN(C)S(=O)(=O)c1cccc(NC(=O)c2ccc(OC(F)(F)F)cc2)c1	46*	0%	0.2	-2	-24%	-5%	-12%
